Compound activity deposited in PubChem by Sanford-Burnham Center for Chemical Genomics.
HKDC1 inhibitor: HKDC1 hexokinase inhibitors, primary screen, biochemical, fluorescence, uHTS | Q2TB90 | recombinant HKDC1, G6PDH/diaphorase resazurin coupled fluorescence | inhibition, % at 20 µM | 0.16% of 340,000 active | AID 493160, 2011;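 active = inhibition above about 35% when tested at 20 µM, limit read from the data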;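 also: plate controls were DMSO wells with enzyme for no effect and DMSO wells lacking enzyme for full effect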
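Test system: Recombinant HKDC1 (HK5) hexokinase enzyme, produced in-house | Input: HKDC1 at 5 µg/mL | Buffer or medium: Tris pH 8.0 buffer with MgCl2, Tween-20, BSA, BME | Schedule: 90 min reaction incubation at room temperature, dark | Technique: Resazurin-to-resorufin fluorescence via G6PDH and diaphorase coupling, 525/613 nm | Controls: DMSO wells with and without enzyme mix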
Gli-Sufu antag: Gli-Sufu pathway antagonists, primary screen, luciferase luminescence, Sufu-KO-LIGHT cells, uHTS; Sufu-KO-LIGHT fibroblasts, Gli luciferase reporter luminescence; inhibition, % at 5 µM; 0.74% of 340,000 active; AID 588413, 2011;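 active = inhibition above about 55%, limit read from the data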;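 also: 0% = DMSO-treated cells and 100% = wells with medium but no cells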
The depositor's hits bear a star. A portion of the library. The share of hits here may be higher or lower than overall.

SMILES	HKDC1 inhibitor	Gli-Sufu antag
COc1c(O)cc2c(c1O)[C@@H]1OC(CO)C(O)C(O)[C@H]1OC2=O (stereo partly specified)	-1	4
Nc1c2c(nc3ccccc13)CCCC2O (stereo unspecified)	-8	-2
CCn1cc(C(=O)O)c(=O)c2cc(F)c(N3CCNCC3)nc21	-6	-5
CC1OC(CC(=O)O)CC2=C1C(=O)c1c(O)cccc1C2=O (stereo unspecified)	31	91*
O=C1Cc2c([nH]c3ccc([N+](=O)[O-])cc23)-c2ccccc2N1	3	-80

Two compounds drawn at random from the list so far, as already listed:
SMILES	HKDC1 inhibitor	Gli-Sufu antag
CC1OC(CC(=O)O)CC2=C1C(=O)c1c(O)cccc1C2=O (stereo unspecified)	31	91*
COc1c(O)cc2c(c1O)[C@@H]1OC(CO)C(O)C(O)[C@H]1OC2=O (stereo partly specified)	-1	4

Single records, from the list above. Order of screens: HKDC1 inhibitor | Gli-Sufu antag
CC1OC(CC(=O)O)CC2=C1C(=O)c1c(O)cccc1C2=O (stereo unspecified) is listed as 31 | 91*
CCn1cc(C(=O)O)c(=O)c2cc(F)c(N3CCNCC3)nc21 is listed as -6 | -5
